14-3-3 PPI – modulators of 14-3-3 gamma protein binding, primary screen, biochemical, fluorescence polarization; actives 0.19% (n = 160,000); FP, 14-3-3gamma / TMR-pS259-Raf peptide binding; inhibition, % at 40 µM; in the data active = inhibition above about 30%;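 note: 0% = protein plus tracer without compound and 100% = blank with tracer alone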
Target sequence (P61981 whole entry, looked up): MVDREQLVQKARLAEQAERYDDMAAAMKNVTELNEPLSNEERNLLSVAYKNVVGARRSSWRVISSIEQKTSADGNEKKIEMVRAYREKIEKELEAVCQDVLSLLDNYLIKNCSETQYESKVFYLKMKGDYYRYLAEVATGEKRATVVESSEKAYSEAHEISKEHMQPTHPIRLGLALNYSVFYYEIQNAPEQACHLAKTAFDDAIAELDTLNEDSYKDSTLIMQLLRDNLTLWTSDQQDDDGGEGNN
* marks the source's active call; other numbers are inactive results; & = joins results of further samples. This is a subset. The share of hits here may be higher or lower than overall.

SMILES | 14-3-3 PPI
COc1ccc(NC(=O)Cc2c(C(=O)O)[nH]c3ccccc23)c(OC)c1 | -0.9
O=C(C1CC1)N1CCN(c2nc3ccccc3s2)CC1 | 1.7
O=C(Nc1ccc(-c2noc(-c3cccc(Br)c3)n2)cc1)c1cccc(Cl)c1 | -28.7
O=C(N(c1ccccc1)c1ccccc1)n1ccnc1 | 0.2
CCCOc1ccc(N2CC(C(=O)Nc3ccccc3OC)CC2=O)cc1 (stereo unspecified) | 0.2
COC(=O)c1ccc(C(=O)OC)c(NS(=O)(=O)c2ccc(NC(C)=O)cc2)c1 | -3.5
CCOc1ccc(S(=O)(=O)N(CC(=O)N2CCc3ccccc3C2)c2ccc(C)cc2)cc1 | -2.4
Cc1nc2nc(CC(=O)NCc3ccccc3)nn2c(C)c1Cc1cccc(Cl)c1 | -21.9
CC(C)(C)NC(=O)CSc1nnc2c(n1)-c1cccc3cccc-2c13 | -5.7
COc1ccc(CNC(=O)c2sc3nc(-c4cccs4)ccc3c2N)cc1OC | -24.1
CN1CCCc2cc(C#N)c(=O)[nH]c21 | 2.7
CCN(Cc1ccccc1)c1ccc(N2C(=O)CC(c3ccccc3)C2=O)cc1[N+](=O)[O-] (stereo unspecified) | -0.1
O=C1CC(c2ccccc2)Cc2nc(N3CCc4ccccc43)ncc21 (stereo unspecified) | -4.4
Cc1ccc(Cl)cc1N1C(=O)C(N2C(=O)c3ccccc3C2=O)C1c1ccc(N(C)C)cc1 (stereo unspecified) | 10.7
O=C(OCCCCN1C(=O)c2ccccc2C1=O)c1ccc(Br)o1 | 0.5
O=C(Nc1ccc(Cl)cc1)C1CC2CCCC(C1)C2=O (stereo unspecified) | -4.0
COC(=O)c1cc2occc2n1CC(=O)Nc1ccc(OC)c(OC)c1 | -7.9
O=C(NCCCNc1ccc([N+](=O)[O-])cc1Cl)c1ccc(Cl)cc1 | -3.3
C=CCOC(=O)C1=C(C)NC2=C(C(=O)CCC2)C1c1ccccc1OC (stereo unspecified) | -26.9
COc1ccc(C(=O)CN2CCN(S(=O)(=O)c3cc(Cl)ccc3OC)CC2)cc1OC | -3.2
COC(=O)c1ccc(COc2ccc3c4c(c(=O)oc3c2)CCCC4)cc1 | 3.9
C=CCn1c(SCC(=O)Nc2cccc(C)c2)nnc1-c1cnccn1 | -9.4
Cc1cc2nc(SCCOC(=O)CN3C(=O)c4ccccc4C3=O)nc(C)c2cc1C | -69.8
CCCS(=O)(=O)N1CCC(C(=O)N2CCc3ccccc3C2)CC1 | 3.0
O=C(Nc1ccc(F)cc1[N+](=O)[O-])c1cnc2n(c1=O)CCS2 | -8.9

Later entries.
SMILES | 14-3-3 PPI
COc1ccc(/C=N/n2c(C)nnc2C)c(OC)c1 | 6.6
CCOC(=O)COc1ccc2c(c1)C(=O)CC1(CCN(C(C)=O)CC1)O2 | -4.0&-3.0
CC(=O)N1CCc2cc(S(=O)(=O)NCCC(=O)N3CCN(c4ccccn4)CC3)ccc21 | -6.6&-4.2
CCOc1ccc2oc(C)c(C(=O)OC(C)C)c2c1 | 1.6
Cc1oc(-c2cccc(Cl)c2)nc1CN1CCC(C(=O)NCCCN2CCCC2=O)CC1 | -6.8
CSc1ccc(C2C=C(c3ccc(Cl)cc3)Nc3nnnn32)cc1 (stereo unspecified) | -14.7
CCC(Sc1nc2c(c(=O)n1-c1ccc(F)cc1)SCC2)C(=O)OC (stereo unspecified) | -4.5
O=C(Nc1cccc(F)c1)C1CCN(c2nnnn2-c2ccccc2)CC1 | -1.3
CC(C)NC(=O)c1cc(Sc2cccc(Cl)c2)nc2ccccc12 | 5.1
COc1ccc(N2C(=O)c3ccc(Oc4cccc([N+](=O)[O-])c4)cc3C2=O)cc1 | -1.6
CCOC(=O)CS(=O)(=O)c1ccc(C(=O)N2CCN(c3ccccc3Cl)CC2)cc1[N+](=O)[O-] | 4.0
Cc1onc(-c2ccccc2Cl)c1C(=O)NCCN1Cc2ccccc2C1=O | -2.8
Cc1ccc(C(=O)NCCCC(=O)O)o1 | -0.6
COc1ccc(-c2cn(-c3ccc(F)cc3)c(=O)[nH]2)cc1 | -75.0
COc1cc(NC(=O)c2ccco2)c(OC)cc1NC(=O)Nc1ccc(Cl)cc1 | -0.8
CCCn1c(=O)c(C(=O)NC(C)c2ccccc2)c(O)c2ccccc21 (stereo unspecified) | -3.9
O=C(c1ccccc1)c1ccccc1C(=O)N1CCCC1 | -0.7
CCOC(=O)C1=C(N)N(c2ccc(Cl)cc2)C2=C(C(=O)CCC2)C1c1ccc(Br)s1 (stereo unspecified) | -26.8
CC1=NN(C(=O)c2cccc(Cl)c2)C(O)(c2cccnc2)C1 (stereo unspecified) | -3.1
COc1cc(C2C3=C(CC(C)(C)CC3=O)NC3=C2C(=O)CC(C)(C)C3)cc(Br)c1OC | -3.0
Cc1ccc(-n2nc3c(c2NC(=O)COc2ccc(Cl)cc2)CS(=O)C3)cc1 (stereo unspecified) | -2.7
O=C(CSc1nc2ccccc2o1)Nc1ccc(Oc2ccccc2)cc1 | -4.8
O=C(Cn1ccccc1=O)c1ccc(Cl)cc1 | -4.3
COC(=O)CC1Nc2ccccc2SC1=O (stereo unspecified) | -6.6
CCN(CC)S(=O)(=O)c1ccc(C(=O)OC2CCCCC2CN(C)C)cc1 (stereo unspecified) | -3.7

Five entries out of the list, arranged by molar mass, falling:
SMILES | 14-3-3 PPI
O=C(Nc1ccc(-c2noc(-c3cccc(Br)c3)n2)cc1)c1cccc(Cl)c1 | -28.7
Cc1nc2nc(CC(=O)NCc3ccccc3)nn2c(C)c1Cc1cccc(Cl)c1 | -21.9
CCCOc1ccc(N2CC(C(=O)Nc3ccccc3OC)CC2=O)cc1 (stereo unspecified) | 0.2
COc1ccc(-c2cn(-c3ccc(F)cc3)c(=O)[nH]2)cc1 | -75.0
O=C(Cn1ccccc1=O)c1ccc(Cl)cc1 | -4.3

Later entries.
SMILES | 14-3-3 PPI
Nc1ncc(-c2ccccc2)n1CC1CCCO1 (stereo unspecified) | -3.6
CCOC(=O)C(NC(=O)Nc1ccccc1)(OCC)C(F)(F)F (stereo unspecified) | -1.9
O=C(O)c1nsc(Cl)c1Cl | -3.7&-1.2
Nc1cc(OC(=O)c2ccc(Cl)cc2)nn1S(=O)(=O)c1ccc(Br)cc1 | -2.3
O=C(CN1CCOCC1)N1c2ccccc2Sc2ccc(Cl)cc21 | -24.5
CCn1cc(C(=O)O)c(=O)c2cc(F)c(N3CCN(C(=O)c4cccc(C)c4)CC3)cc21 | 4.8
O=c1[nH]c2ccc(S(=O)(=O)Nc3cccc4c3CCCC4)cc2[nH]c1=O | -34.4
O=c1c2cc(N3CCOCC3)ccc2[nH]c(=S)n1Cc1ccccn1 | -10.1&-2.0
CC1=C(C(=O)OCC2CCCO2)C(c2ccc([N+](=O)[O-])cc2)C2=C(CCCC2=O)N1 (stereo unspecified) | -1.6
CC(=O)CSc1nc2c(c(=O)[nH]c(=O)n2C)n1Cc1cccc(Br)c1 | -2.7
CCOc1ccc(C2/C(=C(\O)c3ccccc3)C(=O)C(=O)N2CC(C)O)cc1 (stereo unspecified) | -4.5
Cc1ccc(CC2CC(=O)N(c3ccc4c(c3)OCCO4)C2=O)cc1 (stereo unspecified) | 3.8
COC(=O)CSc1nc(C)cc(Oc2ccccc2)n1 | 1.9
NC/C=C\C(=O)O | -1.4
Cc1ccccc1CN1C(=O)CSc2ccc(C(=O)O)cc21 | -1.5
CCc1c(C(=O)N2CCN(c3ccccn3)CC2)[nH]c(C)c1C(C)=O | -6.7
CCOc1ccc(NC(=O)CCn2cccc2)cc1 | -0.5
Cc1nc2ccc(Br)cc2s1 | -8.1
CC1(C)CC(=O)c2cc(C(=O)NCc3ccccc3)c(=O)n(-c3ccc(Cl)cc3)c2C1 | 1.9
CC(=O)C1C(=O)CC(C)(C)CC1=O | -11.6
Cc1ccc2[nH]c(=O)nc(-c3ccccc3)c2c1 | 0.5
CC(=O)Nc1nonc1NC(=O)CSC1=NCCS1 | -0.8
Cc1ccccc1NC(=O)C1CCC(C)(C(=O)O)C1(C)C (stereo unspecified) | -2.2
CN1CCN(c2nc3c(c(=O)[nH]c(=O)n3C)n2CCOc2ccccc2)CC1 | -1.2
CCc1ccc2[nH]c(C)c(CN3CC4(C)CC3CC(C)(C)C4)c(=O)c2c1 (stereo unspecified) | -6.9

Some of the entries so far, field by field:
O=c1c2cc(N3CCOCC3)ccc2[nH]c(=S)n1Cc1ccccn1
  14-3-3 PPI: -10.1&-2.0
CC1=C(C(=O)OCC2CCCO2)C(c2ccc([N+](=O)[O-])cc2)C2=C(CCCC2=O)N1 (stereo unspecified)
  14-3-3 PPI: -1.6
CC(=O)CSc1nc2c(c(=O)[nH]c(=O)n2C)n1Cc1cccc(Br)c1
  14-3-3 PPI: -2.7

Next section.
SMILES | 14-3-3 PPI
Cc1ccc(S(=O)(=O)N(C)c2c(C)ccc(S(=O)(=O)N3CCCC3)c2C)cc1 | -3.0
Cc1nnc(NCC2CCCO2)[nH]c1=O (stereo unspecified) | 1.7
COc1ccc(-n2c(SCC(=O)Nc3cc(C)on3)nc3c(c2=O)SCC3)cc1 | -2.6
O=C(Nc1ccccc1C(=O)OCc1nnc(-c2ccccc2)o1)c1ccco1 | -3.7
CCOCCCNc1ccc(-c2ccccc2)nn1 | -2.0
Cc1ccc(C)c(N2CCN(C(=O)CN3C(=S)NC(C)(C)CC3C)CC2)c1 (stereo unspecified) | 1.8
CCSc1nnc2c(n1)OC(C=Cc1ccco1)Nc1ccccc1-2 (stereo unspecified) | -13.7
CC1(C)CC(=O)C2=C(C1)C(c1ccc3c(c1)OCO3)Nc1ccc3ccccc3c12 (stereo unspecified) | 8.3
O=C1CC(c2cccc(O)c2)c2c(ccc3ccccc23)N1 (stereo unspecified) | -12.9
COc1ccc2c(c1OC)C(=O)OC2c1c(O)nc(SC)n(-c2ccccc2)c1=O (stereo unspecified) | 3.6
CCCCCOc1ccc(C2C3=C(CC(C)(C)CC3=O)OC3=C2C(=O)CC(C)(C)C3)cc1 | -6.5
Cc1nc2nc(C)c(CCC(=O)NCCCN3CCN(c4cccc(Cl)c4)CC3)c(C)n2n1 | 2.0
O=C(CCS(=O)(=O)c1cccs1)Nc1cccc2c1CCCC2 | -23.1
CCOC(=O)N1CCN(C(=O)C2CCCN(Cc3nc(-c4ccc(Cl)cc4)oc3C)C2)CC1 (stereo unspecified) | -3.2
N#Cc1ccc(N=c2oc3ccccc3cc2C(=O)Nc2ccccc2)cc1 | -5.8
COc1ccc(N2C(=O)CSC2c2ccc(OC(F)F)cc2)c(OC)c1 (stereo unspecified) | 1.8
COc1cccc(N2CCN(C3OC(=O)c4ccccc43)CC2)c1 (stereo unspecified) | 15.5
Cc1cccc(C)c1OCC(N)C(C)C (stereo unspecified) | -5.5
Cc1ccc(S(=O)(=O)c2c(N)n(NC(=O)c3ccco3)c3nc4ccccc4nc23)cc1 | 2.5
CCOc1ccc(S(=O)(=O)Nc2nc3ccccc3nc2N2CCN(C)CC2)cc1 | -5.3
CC(=O)Nc1ccc(C(=O)CSc2ncn(-c3ccccc3)n2)cc1 | -3.8
COCCn1c(-c2ccc(OC)c(OC)c2)nc2ccccc21 | -2.5
COc1ccc(CNC(=O)c2nn3c(c2Cl)NC(c2ccc(Br)cc2)CC3C(F)(F)F)cc1 (stereo unspecified) | -5.8
CCOC(=O)c1ccc2c(c1)C1C=CCC1C(C(=O)OCC)N2 (stereo unspecified) | -164.2
CC(C)c1nnc(NC(=O)c2cnccn2)s1 | -2.0

5 consecutive compounds out of the list so far, for reference:
SMILES | 14-3-3 PPI
Cc1ccc(S(=O)(=O)N(C)c2c(C)ccc(S(=O)(=O)N3CCCC3)c2C)cc1 | -3.0
Cc1nnc(NCC2CCCO2)[nH]c1=O (stereo unspecified) | 1.7
COc1ccc(-n2c(SCC(=O)Nc3cc(C)on3)nc3c(c2=O)SCC3)cc1 | -2.6
O=C(Nc1ccccc1C(=O)OCc1nnc(-c2ccccc2)o1)c1ccco1 | -3.7
CCOCCCNc1ccc(-c2ccccc2)nn1 | -2.0

Next part
SMILES | 14-3-3 PPI
COc1cc(NC(=O)c2ccc(C)cc2)c(OC)cc1Cl | -0.1
COC(=O)c1ccc(C2C3=C(CC(c4ccc(OC)cc4)CC3=O)Nc3ccccc3N2C(=O)C(F)(F)F)cc1 (stereo unspecified) | 1.7
CCCOC(=O)c1sc2nc(C)c(C)c(C)c2c1N | -11.4
Cn1c(=Nc2ccc(Oc3ccccc3)cc2)ccc2ccccc21 | 0.7
CCn1cc(S(=O)(=O)CC(=O)Nc2ccc(F)cc2)c2ccccc21 | -1.7
O=C(CN1CCN(Cc2ccccc2)CC1)c1c[nH]c2ccccc12 | -16.4
COc1ccc(-n2c(=O)c3ccccc3n(CC(=O)Nc3cc(C)[nH]n3)c2=O)cc1OC | -2.3
CCc1ccc(NC2=C(Cl)C(=O)N(c3ccccc3Cl)C2=O)cc1 | -4.5
O=S(=O)(NCCc1ccccc1Cl)c1cccc2nsnc12 | -6.5
O=S1(=O)NC(=NCc2ccccc2)c2ccccc21 | -8.1
CCC(CC)NC(=O)c1n[nH]c(=O)c2ccccc12 | -1.5
CCOCC(=O)Nc1scc2c(C(=O)OCC)nn(-c3ccccc3)c(=O)c12 | -8.1
CCSCCOC(=O)C1=C(C)NC2=C(C(=O)C(C(=O)OC)C(C)C2)C1c1ccccc1 (stereo unspecified) | -1.7
Cc1cc(Cl)ccc1OCCCC(=O)NC1CCN(C)CC1 | -8.9
CCOC(=O)c1ccc(C2OC3(C(=O)c4ccccc4C3=O)C3C(=O)N(c4cccc(C)c4)C(=O)C23)cc1 (stereo unspecified) | -38.0
CCCn1c(=O)[nH]c(=O)c2[nH]cnc21 | 3.8&-0.3
CC(C)C1Nc2c(C(=O)O)cccc2C(Nc2ccccc2C(=O)O)C1(C)C (stereo unspecified) | -2.1
Cc1ccc(C)c(N2C(=O)C3C4c5ccccc5C(c5ccccc54)C3C2=O)c1 (stereo unspecified) | -3.2
O=c1c(-c2ccccc2Cl)coc2cc(OCc3ccccc3Cl)ccc12 | -8.8
COc1ccc(/C=N/n2cc(-c3ccccc3)nc2N)cc1 | -1.7
CC1Cc2nc(SCC(=O)NCc3ccco3)n(-c3ccccc3)c(=O)c2S1 (stereo unspecified) | -0.1
C(#CCN1CCOCC1)COC(c1ccccc1)c1ccccc1 | -1.1
Cc1ncc(CO)c2cc(-c3nnc(Nc4ccc(-c5ccccc5)cc4)s3)c(=O)oc12 | -11.4
CC(=O)N1CCc2cc(Br)cc(S(=O)(=O)Nc3cc(Cl)ccc3C)c21 | -15.9

Source: PubChem BioAssay (Emory University Molecular Libraries Screening Center)
